Screening results (PubChem)
ARNT-TACC3 inh = disruptors of ARNT/TACC3 protein interaction, primary screen, biochemical, AlphaScreen, single concentration; Transforming acidic coiled-coil-containing protein 3 (Homo sapiens), Q9Y6A5; AlphaScreen His-ARNT PAS-B/GST-TACC3 binding, luminescence; TACC3 fragment carries E629A point mutation; inhibition, % at 9.99 µM; hit rate 0.66% among 390,000;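 active means mean inhibition of replicates at least 50% and at least half of replicates each reaching 50%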;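 further: 0% = complete ARNT plus TACC3 wells and 100% = ARNT alone without TACC3; many hits fall short of the cut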
* = called active by the depositor. Only part of the results is shown, so the mix of outcomes need not match the whole.

SMILES	ARNT-TACC3 inh
CC(=O)Nc1ccc(Oc2nc(C)cc(C)n2)cc1	7
COc1cc(C(=O)Nc2cccc(-c3nc4ccccc4o3)c2C)cc(OC)c1OC	-9
CCN1C(=O)CC(N2CCN(C(c3ccccc3)c3ccccc3)CC2)C1=O (stereo not drawn)	-9
O=C(O/N=C\c1ccc(N2CCCCC2)c([N+](=O)[O-])c1)c1ccc(Cl)cc1Cl	0
C=CCN1C(=O)C(C)(C)Nc2ccccc21	-3
CC(C)C(c1nnnn1CC1CCCO1)N1CCN(Cc2ccc3c(c2)OCO3)CC1 (stereo not drawn)	-9
CCc1noc2c1/C(=N\O)CC(c1ccccc1)C2 (stereo not drawn)	0
c1ccc2sc(N3CN(CCN4CCOCC4)CN(c4nc5ccccc5s4)C3)nc2c1	28
COc1cccc2c1OCC1COc3c(c(=O)n(C)c(=O)n3C)C21 (stereo not drawn)	-4
c1ccc(Cn2ncc3c(NCc4ccco4)ncnc32)cc1	6
O=C(Nc1ccccc1)c1sc2cc(C(F)(F)F)cnc2c1-c1cccs1	-7
CCn1nc(C)c(NC(=O)/C=C/c2cnn(C)c2C)c1C	-11
CC(C)C(NC(=S)NCc1ccccc1)C(=O)O (stereo not drawn)	-3
CCOc1ccc(OCC)c(NC(=O)CN(c2ccc(C)cc2)S(=O)(=O)c2c(C)noc2C)c1	-8
CCc1ccc2c(CN3CCN(S(=O)(=O)c4ccc5c(c4)OCCO5)CC3)cc(=O)oc2c1	-1
O=C(CN(c1cccc(C(F)(F)F)c1)S(=O)(=O)c1ccccc1)N1CCOCC1	-1
O=C1C(Cc2ccccc2)Nc2ncnc(N3CCc4ccccc4C3)c2N1Cc1ccc(Cl)cc1 (stereo not drawn)	-8
Cc1cc(Cl)cc(C)c1OCCCCn1ccnc1	-6
CCOc1ccccc1NC(=O)Cn1c(=O)n(CCC(=O)NC2CCCC2)c(=O)c2ccccc21	-1
Cc1cccc(Nc2nc(N)nc(CN3CCC(C(N)=O)CC3)n2)c1C	-23
O=C(CC1Nc2ccccc2NC1=O)NCCCN1CCCCCC1 (stereo not drawn)	9
O=S(=O)(Cc1ccccc1)N1CCCCC1	1
c1coc(CNc2ncnc3c2oc2ccccc23)c1	-49
Cc1csc(NC(=O)C2C3C=CC(O3)C2C(=O)O)n1 (stereo not drawn)	-1
COc1cc(N2C(=O)NC3CC2(C)Oc2ccccc23)cc(OC)c1OC (stereo not drawn)	-1
CCn1c(=O)cc(SCC(=O)Nc2cccnc2)c2ccccc21	8
O=C(Nc1ccc(Cl)cc1)N1CC=CCC1	0
CCOc1cc(C(=O)Nc2cnccn2)cc(OCC)c1OCC	-2
CCN(CC)S(=O)(=O)c1cccc2nsnc12	-2
Cc1cccc(C(=O)Nc2cc(C)ccc2NC(=O)COc2ccccc2)c1	-1

Pulled one by one from the entries so far (4):
SMILES	ARNT-TACC3 inh
C=CCN1C(=O)C(C)(C)Nc2ccccc21	-3
COc1cc(N2C(=O)NC3CC2(C)Oc2ccccc23)cc(OC)c1OC (stereo not drawn)	-1
c1coc(CNc2ncnc3c2oc2ccccc23)c1	-49
CCOc1cc(C(=O)Nc2cnccn2)cc(OCC)c1OCC	-2

The list goes on:
SMILES	ARNT-TACC3 inh
COc1ccc2cc(CN(CC3CCCO3)S(=O)(=O)c3ccc(C(C)=O)cc3)c(=O)[nH]c2c1 (stereo not drawn)	7
CCOC(=O)C1CCN(C(=O)CSCc2nc(-c3ccc(OCC)cc3)oc2C)CC1	0
Cc1cc(C)cc(N(CC(=O)NCc2ccc3c(c2)OCO3)C(=O)CCC(=O)Nc2ccccn2)c1	3
CCOC(=O)N1CCC(Nc2c(Nc3ccc(F)cc3)c(=O)c2=O)CC1	5
CCOc1ccc(N2C(=O)C(Cl)=C(Nc3ccccc3O)C2=O)cc1	-1
CCCCCCOC(=O)NCC(O)c1ccccc1 (stereo not drawn)	-1
Cc1[nH]n(-c2cccc3ccccc23)c(=O)c1C=Nc1ccc2[nH]c(=O)[nH]c2c1	17
CCCN(CC1CC1)c1nc(N)c2c(N)nc(OC)cc2c1C#N	0
Cc1ccnc(NC2OC(=O)c3ccccc32)c1 (stereo not drawn)	0
Clc1ccc(-c2nnnn2-c2ccc(Cl)c(Cl)c2)cc1Cl	-2
O=C(COc1ccccc1Cl)Nn1cnnc1	-7
O=C(c1cccnc1)N1CCN(Cc2ccccc2Br)CC1	0
COCc1cc(C)nc(N2CCN(c3ccccc3)CC2)c1C#N	-2
COc1cccc(-c2cc(C(F)(F)F)n3nc(N)nc3n2)c1	-7
O=C(NC1CCCC1)C1CC(=O)N(CCc2ccccc2)C1 (stereo not drawn)	16
CC(=O)Nc1ccc(S(=O)(=O)N2CCCc3ccccc32)cc1	3
C/C(=N\O)C(=O)NCC1CCNCC1	-1
O=C(COC(=O)CCCNC(=O)c1ccc(Cl)cc1)NC1CC1	3
CCOP(=O)(c1ccc(N(C)C)cc1)C(O)c1ccc(Cl)cc1 (stereo not drawn)	-5
O=C(NCCC1=CCCCC1)N[C@@H](Cc1ccccc1)C(=O)O	-4
CC1=NN(c2ccc(F)cc2)C(=O)C1C(c1cccc(O)c1)c1c(C)[nH]n(-c2ccc(F)cc2)c1=O (stereo not drawn)	37
Cn1c(N)c(C(=O)COC(=O)C23CC4CC(CC(C4)C2)C3)c(=O)n(C)c1=O	2
O=C(Nc1nnc(COc2ccc(Cl)cc2)s1)c1ccc([N+](=O)[O-])cc1	9
COc1ccc(N(C)C(=O)c2ccc3nc(-c4ccccc4)c(-c4ccccc4)nc3c2)cc1	7
CCN(CC)CCOC(=O)c1c(C)oc2ccc(OC)cc12	-7
O=C(O)c1cccc(NC(=O)C2C3C=CC(C3)C2C(=O)OCC(F)(F)C(F)F)c1 (stereo not drawn)	-1
Clc1ccc(CN(Cc2ccccc2)C(c2cccs2)c2nnnn2C2CCCC2)cc1 (stereo not drawn)	-2
CCS(=O)c1ccccc1C(=O)O (stereo not drawn)	-7
Cc1cc(C(C)(C)C)oc1C(=O)Nc1ccc(CC(=O)O)cc1	-3
CC(C)CC(C(=O)N1CCc2ccccc2C1)N1C(=O)c2ccccc2C1=O (stereo not drawn)	5
CCOC(=O)c1cc(NC(=O)NCc2ccco2)c(C)nc1C	-1
O=C(Nc1ccc2snnc2c1)N1CCOCC1	2
CCOc1ccc(NC(=O)Cn2cc(C(=O)CC)c3ccccc32)cc1	1
COCCN1C(=O)N[C@@H](c2cccc(C(F)(F)F)c2)C(C(=O)OC)=C1C	-2
Cc1nn(C)c(C)c1NC(=O)CCSc1nc(-c2ccco2)cc(C(F)(F)F)n1	-8
COc1ccccc1OC(=O)c1ccc(SC)cc1OC	-11
N#Cc1c(C#N)c(-c2ccccc2)n(-c2ccc(C(=O)O)cc2)c1N	-4
CCc1ccccc1OCc1nnc(N)s1	-11
COC(=O)c1[nH]c(C)c(/C(O)=C2\C(=O)C(=O)N(CCN(C)C)C2c2cccs2)c1C (stereo not drawn)	5
O=C(C1CCCCC1)N1CCCn2c1nc1ccccc12	2
Cc1ccccc1C(=O)NC(=S)Nc1ccc(S(=O)(=O)N(C)c2ccccc2)cc1	-4
C=CCn1c(SCC(=O)Nc2ccc3c(c2)OCO3)nc2ccccc2c1=O	3
CSc1nc2ccccc2n1Cc1cccc(F)c1	-4
Cc1ccc(-c2nn3c(C)nnc3s2)cc1NC(=O)c1cccs1	12
COc1cc2c(cc1NC(=O)c1cccc(Br)c1)CCCC2	-1
CC(=O)c1cccc(NC(=O)CN(c2cccc(F)c2)S(C)(=O)=O)c1	9
C/C(=N\NC(N)=O)c1ccc(Cl)cc1	10
CCOc1ccc(OCC(=O)Nc2ccc(S(=O)(=O)Nc3cc(C)nc(C)n3)cc2)cc1	-1
COC(=O)c1c(=O)n(O)c2ccc(OC)cc2[n+]1[O-]	-6
Fc1cc(F)c(F)c(SCCc2ccncc2)c1F	-3
CCOC(=O)c1sc(NC(=O)CSc2n[nH]c(-c3ccc(Cl)cc3Cl)n2)c(C#N)c1C	-8
Cn1c(=O)c2c(nc(Br)n2CC(=O)c2cccs2)n(C)c1=O	0
COc1ccc(NC(=O)N(C2CCCCC2)C(C)c2cccnc2)c(OC)c1 (stereo not drawn)	-1
Cc1nnc(SCC(=O)N2CCC(C(N)=O)CC2)s1	-10
COc1cccc(OC)c1C(=O)N1CCN(Cc2ccccc2C(F)(F)F)CC1	-9
COC(=O)C1=CN(C)C=C(C(=O)OC)C1c1ccc(Cl)cc1Cl	-7
CC(NC(=O)C1CCCO1)c1ccccc1 (stereo not drawn)	-2
Cn1ncc(Cl)c1C(=O)Nc1cccc(Cl)c1	9
COc1cc(CN(C)CCc2ccccc2)ccc1OCc1ccccc1	-2
FC(F)(F)COc1nc(N2CCOCC2)nc(N(c2ccccc2)c2ccccc2)n1	-2

The listing continues.
SMILES	ARNT-TACC3 inh
O=C1CCOc2cc(OCc3ccccc3)ccc21	-6
Cc1cc(CN(C)C)c(O)c(C2(C)CCCCC2)c1	-3
O=C(COc1ccc2ccccc2c1Br)N1CCCCC1	-8
CCN(c1ccccc1)S(=O)(=O)c1ccc(F)cc1C	0
O=C(CSc1nc2cccnc2n1Cc1ccccc1)N1CCCC1	3
C/C(=N\OC(=O)c1ccccc1F)c1nccs1	-14
Cc1ccc(C(=O)COc2ccccc2C(=O)Nc2ccccc2)cc1	-11
COc1ccc(Oc2coc3c(CN4CCOCC4)c(O)ccc3c2=O)cc1	-1
O=C(C/C=N/OCc1c(Cl)cccc1Cl)c1ccccc1	0
COc1ccccc1CNC(=O)c1c(-c2ccccc2)nn(-c2ccccc2)c1C	-5
Cc1cc(C)c(S(=O)(=O)c2ccccc2C)c(Oc2ccccc2)n1	-2
O=C(CN1C(=O)NC2(CCCC2)C1=O)Nc1cccc(-c2nnc3n2CCCCC3)c1	0
Cc1ccccc1NS(=O)(=O)c1ccc2[nH]cc(C(=O)NCCCN3CCOCC3)c(=O)c2c1	-4
CCOC(=O)N1CCN(C(=O)CSCC(=O)Nc2nc(-c3ccc(OC)cc3)cs2)CC1	2
O=C(Nc1cccnc1)c1cccc(NC(=O)c2ccco2)c1	1
CCCCOc1ccc(-c2ncc(C(=O)O)c(C)n2)cc1	-13
CCc1nc(SCC(=O)N2c3ccccc3Sc3ccccc32)c2ccccc2n1	20
CC(C)Cc1ccc(/C(=N/O)C(=O)O)s1	0
CN(C(=O)CSc1nnc(Nc2ccccc2)s1)c1c(N)n(Cc2ccccc2)c(=O)[nH]c1=O	-3
CSc1ccccc1NC(=O)Cn1c(-c2cscn2)nc2ccccc21	-7
CCOC(=O)C12CNC(=O)C(C(=O)OCC)(CNC1=O)C2	-8
CC(C)(C)OC(=O)N[C@H](Cc1ccccc1)C(=O)N1CCC(C(=O)O)CC1	-4
CCCn1c(N)c(C(=O)CSc2nnc(-c3ccco3)n2Cc2ccccc2)c(=O)[nH]c1=O	-3
Clc1ccc(CSc2nnc(CNc3cccc(Cl)c3)o2)cc1	11
O=C1/C(=C/c2ccccc2)CSc2sccc21	-7
CCCCOC(=O)c1ccc(OC(=O)c2cccnc2)cc1	-8
CCOC(=O)c1ccc(-c2n[nH]c(=O)c3ccccc23)cc1	-18
COc1cccc(C(=O)Nc2ccc(S(=O)(=O)NCc3ccco3)cc2)c1	4
Cc1nc2cc3nc(C)sc3cc2s1	0
CSc1ccc(C2Nc3ccccc3-c3cc(C)nn32)cc1 (stereo not drawn)	-40

Ordered by the number under ARNT-TACC3 inh (high to low): some entries from above
SMILES	ARNT-TACC3 inh
CCc1nc(SCC(=O)N2c3ccccc3Sc3ccccc32)c2ccccc2n1	20
Clc1ccc(CSc2nnc(CNc3cccc(Cl)c3)o2)cc1	11
COc1cccc(C(=O)Nc2ccc(S(=O)(=O)NCc3ccco3)cc2)c1	4
CC(C)(C)OC(=O)N[C@H](Cc1ccccc1)C(=O)N1CCC(C(=O)O)CC1	-4
CSc1ccccc1NC(=O)Cn1c(-c2cscn2)nc2ccccc21	-7
CCOC(=O)c1ccc(-c2n[nH]c(=O)c3ccccc23)cc1	-18

(list continues)
SMILES	ARNT-TACC3 inh
Cc1nc(SCc2nc3c([N+](=O)[O-])cccc3[nH]2)c2oc3ccccc3c2n1	31
CC(C)(C)NC(=O)C(c1ccco1)N(Cc1ccc(F)cc1)C(=O)c1snc(C(N)=O)c1N (stereo not drawn)	4
COc1ccc([N+](=O)[O-])cc1NC(=S)NC(NC(=O)C(c1ccccc1)c1ccccc1)C(Cl)(Cl)Cl (stereo not drawn)	0
COc1cc2[nH]c3c(=O)n(CCN4CCCCC4)cnc3c2cc1OC	-3
COc1cccc(OC)c1C(=O)Nn1c(C2CCC2)nc2ccccc2c1=O	-7
Cc1cc(C)n(-c2nc(N(C)C)nc(N3CCOCC3)n2)n1	-4
C=CCN(CC=C)C(=S)NC(=O)c1ccc(-c2ccccc2)cc1	0
Cc1cc(NC(=O)c2sccc2C)n(-c2cccc(Cl)c2)n1	-4
O=C(c1n[nH]c(=O)c2ccccc12)N1CCN(C2c3ccccc3-c3ccccc32)CC1	4
COc1cc(NC(=O)CN2CCN(Cc3ccc4c(c3)OCO4)CC2)cc(OC)c1	4
OCC#Cc1cnc2ccccc2c1	0
CCOC(=O)c1[nH]c2ccc(OC)cc2c1NC(=O)c1nonc1C	-2
CC(C)C(=O)NC(=S)Nc1ccccc1C(F)(F)F	-7
C=CCN(CC=C)C(=O)c1ccccc1NC(=O)c1ccccc1C	1
CN(CC(O)COc1ccc(OCC(O)CN(C)C2CCCCC2)cc1)C1CCCCC1 (stereo not drawn)	-4
CC1Cn2c(nc3sc4c(c3c2=O)CCC4)N1CCO (stereo not drawn)	-3
COc1ccc(-n2ncc3c(NCc4ccccn4)ncnc32)cc1	12
Cc1ccc(O)c(C=Nc2cc(C)ccc2O)c1	12

Some of the entries so far, as a markdown table.
| canonical_smiles | ARNT-TACC3 inh |
| --- | --- |
| O=C(C/C=N/OCc1c(Cl)cccc1Cl)c1ccccc1 | 0 |
| COc1ccccc1CNC(=O)c1c(-c2ccccc2)nn(-c2ccccc2)c1C | -5 |
